Compound activity as filed in PubChem.
KB-3-1 cytotox: qHTS assay for MDR1-selective chemotherapeutics: Primary screen using the parental adenocarcinoma cell KB-3-1 | AID 1347075, 2019 | KB-3-1 viability, CellTiter-Glo ATP luminescence, 72 h | actives 1.4% (n = 400,000) | Potency, µM (titrated, usually from 46.1 µM), without a hit: top-dose activity change, negative = cytotoxic, actives largely listed as cytotoxic; further: potency means the concentration at half of the fitted maximal effect; on the % scale 0 is the no-effect control and ±100 the full control effect; nearly all actives have a fitted effect of over 60% in size
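Using CellTiter-Glo luminescence, growth of non-resistant KB-3-1 adenocarcinoma cells is assessed 72 h after pin-tool compound addition at 37 °C. Normalized responses across the concentration series yield fitted curves.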
MCF10A rerep: A quantitative high throughput screen for small molecules that induce DNA re-replication in MCF 10a normal breast cells | MCF 10A DNA re-replication, Hoechst nuclear intensity, 48 h | Potency, µM (top dose mostly 46.1 µM), for the others: at the highest dose activity, positive = re-replication, actives largely listed as activators | actives 2.9% (n = 350,000) | AID 624296, 2012; further: potency means the concentration at half of the fitted maximal effect; % of control where 0% means no effect; nearly all actives have a fitted effect of over 50% in size
ATXN2 expr inh: Primary qHTS for Inhibitors of ATXN expression | Potency, µM (highest dose often 57 µM), for the others: top-dose activity change, negative = inhibition, actives largely listed as inhibitors | actives 0.72% (n = 360,000) | HEK-293 ATXN2-luciferase reporter, luminescence, 24 h; further: potency means the concentration at half of the fitted maximal effect; on the % scale 0 is the no-effect control and ±100 the full control effect; nearly all actives have a fitted effect of over 55% in size
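qHTS (up to 57 uM final) was run with 24 h compound exposure of reporter cells at 37 °C. Each well was multiplexed: SteadyGlo luminescence measured ATXN2-luciferase expression after a fluorogenic Gly-Phe-AFC viability readout (25 uM final).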
HT1080-NT tox: qHTS for induction of synthetic lethality in tumor cells producing 2HG: qHTS for the HT-1080-NT fibrosarcoma cell line | HT-1080-NT fibrosarcoma viability, CellTiter-Glo ATP luminescence, 48 h | actives 1.6% (n = 360,000) | Potency, µM (titrated, usually from 46.1 µM), for the others: top-dose activity, negative = less viability, usual class: cytotoxic;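 further: NT is the 2HG producing partner of a matched IDH1 knockdown line; potency means the concentration at half of the fitted maximal effect; 0% = DMSO-treated cells and -100% = media-only wells without cells; nearly all actives have a fitted effect of over 55% in size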
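Luminescent CellTiter-Glo readout after 48 hours of compound exposure at 37 degrees C defined viability of HT-1080-NT cells. Activity was normalized to DMSO wells and cell-free media wells; concentration-response curves were fitted and assigned curve classes.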
IL-1B inflam inh: qHTS for Inhibitors of Inflammasome Signaling: IL-1-beta AlphaLISA Primary Screen; THP-1 LPS/ATP IL-1B secretion, AlphaLISA, 16 h; hits give low values; activity change, % at 57.5 µM; actives 4.7% (n = 360,000); AID 743279, 2014; in the data active means activity change below about -50%; inconclusive means mostly about -30% to -49%; further: on the % scale 0 is the no-effect control and ±100 the full control effect
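Secreted IL-1B measured by AlphaLISA bead assay after 16 h compound exposure of THP-1 cells; compounds (final up to 57.5 uM) added 1 h before LPS (250 ng/mL) and ATP (1.25 mM) stimulation; lower signal means less secretion.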
KB-V1 cytotox: qHTS assay for MDR1-selective chemotherapeutics: Primary screen using the drug-selected MDR subline cells KB-V1 | KB-V1 MDR cells viability, CellTiter-Glo, 72 h | Potency, µM (top dose mostly 46.1 µM), for inactives: top-dose activity change, negative = cytotoxicity, usual class: cytotoxic | actives 3.4% (n = 400,000) | AID 1347076, 2019; further: potency means the concentration at half of the fitted maximal effect; on the % scale 0 is the no-effect control and ±100 the full control effect; nearly all actives have a fitted effect of over 60% in size
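qHTS viability screen in drug-selected KB-V1 MDR cells: 72 h compound treatment at 37 degrees C, ATP luminescence end point.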
HT1080 IDH1KD tx: qHTS for induction of synthetic lethality in tumor cells producing 2HG: qHTS for the HT-1080-IDH1KD cell line; Potency, µM (titrated, usually from 46.1 µM), without a hit: top-dose activity, negative = toxicity, hits mostly cytotoxic; HT-1080 IDH1 knockdown viability, ATP luminescence, 48 h; AID 686971, 2013; actives 2% (n = 360,000);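 further: potency means the concentration at half of the fitted maximal effect; 0% = DMSO wells and -100% = cell-free medium wells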
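IDH1KD HT-1080 cells, 750/well, RPMI + 5% FBS; compound pinned after 2 h settling; 48 h, 37 °C; CellTiter-Glo luminescence; % activity normalised to DMSO and no-cell wells; curves fitted, classed by r2 and efficacy.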
SW480 rerep: A quantitative high throughput screen for small molecules that induce DNA re-replication in SW480 colon adenocarcinoma cells | SW480 DNA re-replication, Hoechst DNA content imaging, 48 h | actives 1.8% (n = 340,000) | AID 624297, 2012 | Potency, µM (titrated, usually from 46.1 µM), without a hit: top-dose re-replication activation, actives largely listed as activators; further: potency means the concentration at half of the fitted maximal effect; % of control where 0% means no effect; nearly all actives have a fitted effect of over 55% in size
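Cells (250 per well) received 23 nL compound or DMSO by pin tool and were kept 48 hr at 37 C, 5% CO2. Nuclei were then stained with Hoechst for 40 min and scanned for DNA content.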
WRN inhibitor: qHTS for Inhibitors of WRN Helicase. Bifunctional 3'-5' exonuclease/ATP-dependent helicase WRN (Homo sapiens), Q14191. WRN helicase unwinding, fluorescent forked duplex, kinetic. Potency, µM (highest dose often 114 µM), for the others: top-dose activity change, negative = inhibition, most hits filed as inhibitors. actives 0.46% (n = 360,000). AID 651768, 2012; further: potency means the concentration at half of the fitted maximal effect; on the % scale 0 is the no-effect control and ±100 the full control effect; nearly all actives have a fitted effect of over 55% in size
Target sequence (Q14191 whole entry, looked up): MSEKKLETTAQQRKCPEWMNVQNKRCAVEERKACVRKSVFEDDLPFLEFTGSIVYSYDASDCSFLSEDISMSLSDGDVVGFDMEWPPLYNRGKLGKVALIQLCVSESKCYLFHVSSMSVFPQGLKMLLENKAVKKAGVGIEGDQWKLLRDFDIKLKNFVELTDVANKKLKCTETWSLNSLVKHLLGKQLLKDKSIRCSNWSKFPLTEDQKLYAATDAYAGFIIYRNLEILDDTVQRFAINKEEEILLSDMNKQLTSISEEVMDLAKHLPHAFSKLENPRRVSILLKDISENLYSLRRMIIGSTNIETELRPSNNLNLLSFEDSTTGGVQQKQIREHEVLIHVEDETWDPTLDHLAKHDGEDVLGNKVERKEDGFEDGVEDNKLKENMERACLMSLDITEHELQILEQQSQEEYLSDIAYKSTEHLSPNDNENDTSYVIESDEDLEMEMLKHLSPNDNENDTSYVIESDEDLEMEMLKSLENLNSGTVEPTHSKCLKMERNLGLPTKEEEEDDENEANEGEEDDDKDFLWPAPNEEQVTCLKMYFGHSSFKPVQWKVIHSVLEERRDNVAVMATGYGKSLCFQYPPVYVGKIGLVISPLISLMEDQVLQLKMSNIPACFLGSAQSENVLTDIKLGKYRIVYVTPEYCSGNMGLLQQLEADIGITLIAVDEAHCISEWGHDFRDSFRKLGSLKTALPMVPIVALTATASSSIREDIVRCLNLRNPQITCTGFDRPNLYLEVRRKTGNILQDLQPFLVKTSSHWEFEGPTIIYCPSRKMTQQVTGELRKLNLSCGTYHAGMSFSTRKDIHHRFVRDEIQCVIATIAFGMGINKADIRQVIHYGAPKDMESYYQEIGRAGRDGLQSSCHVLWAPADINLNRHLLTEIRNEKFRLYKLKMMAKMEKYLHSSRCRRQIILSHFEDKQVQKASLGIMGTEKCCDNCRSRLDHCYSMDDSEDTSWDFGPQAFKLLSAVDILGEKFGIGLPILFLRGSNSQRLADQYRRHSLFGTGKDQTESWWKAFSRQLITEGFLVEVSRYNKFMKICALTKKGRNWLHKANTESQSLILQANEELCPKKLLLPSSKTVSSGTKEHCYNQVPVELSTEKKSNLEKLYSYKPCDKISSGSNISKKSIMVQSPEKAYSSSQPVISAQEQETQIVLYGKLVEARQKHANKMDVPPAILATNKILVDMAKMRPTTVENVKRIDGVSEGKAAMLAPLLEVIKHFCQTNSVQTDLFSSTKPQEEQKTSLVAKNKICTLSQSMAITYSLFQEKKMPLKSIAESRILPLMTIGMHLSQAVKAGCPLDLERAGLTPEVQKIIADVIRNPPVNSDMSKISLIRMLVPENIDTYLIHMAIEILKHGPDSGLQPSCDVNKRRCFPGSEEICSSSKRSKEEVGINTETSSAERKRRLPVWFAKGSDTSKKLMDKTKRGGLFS
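Kinetic red-fluorescence monitoring (525/598 nm) tracks WRN helicase activity after 100 nM fluorophore-quencher forked duplex and 2 mM ATP are added to 20 nM enzyme pretreated 15 min at room temperature with compound.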
Starred values were filed as active, the others as inactive; i = inactive; ? = inconclusive; · = no result given; [ ] = dose if it differs, or a comment. Unless noted, the call rests on the fitted dose curve; in most records, active means well fitted curve in the direction sought with a large enough effect; inconclusive means small, poorly fitted or top-dose-only effect, or another doubt; inactive means no such curve, though single readings can be large; an effect the other way counts as inactive or inconclusive.

Compound,KB-3-1 cytotox,MCF10A rerep,WRN inhibitor,ATXN2 expr inh,HT1080 IDH1KD tx,HT1080-NT tox,SW480 rerep,IL-1B inflam inh,KB-V1 cytotox
CCOC(=O)c1sc(NC(C)=O)nc1C,9%,20%,-1%[57.1 µM],3%,-4%[9.24 µM],-7%,-2%,?,11%
CCN(C(=O)CSc1nnnn1C)C1CCS(=O)(=O)C1 (stereo not drawn),8%,-2%,2%,10%,7%,4%,-4%,9,29%
O=C(NCCC1CCCCN1S(=O)(=O)c1ccccc1)C(=O)Nc1ccc(F)cc1 (stereo not drawn),-23%,?,-20%,-15%,-3%,3%,?,?,?
O=C(Nc1ccc2nc(SCc3ccc(Cl)cc3)sc2c1)c1ccccc1C(=O)N1CCOCC1,-8%,6.5µM*,-7%,-20%,-23%,-29%,3%,-7,-6%
Cc1ccc(C(C(=O)NCc2ccccc2)N(Cc2cccs2)C(=O)c2ccc3c(c2)OCCO3)cc1 (stereo not drawn),?,11%,-8%,?,?,?,?,-7,24%
CC1CCCN(C(=O)Cn2c(-c3nonc3N)nc3ccccc32)C1 (stereo not drawn),14%,15%,5%,-11%,-4%,10%,-3%,-1,7.3µM*
CC(C)(C)c1cc(NC(=O)c2ccc(OC3CCCC3)cc2)no1,?,15%,6%,6%,?,-24%,-1%,-8,16µM*
Cc1cccc(/C=N/NC(=O)CN2CCCCCCC2)c1,-2%,-1%,1%,-10%,-3%,-4%,11%,-3,-16%
CCN(C(=O)CSc1nnc(CNc2cccc(OC)c2)n1C1CCCCC1)C1CCS(=O)(=O)C1 (stereo not drawn),·,8%,?,-1%,-6%,-2%,?,7,·
Nc1ncnc2c1ncn2[C@@H]1O[C@H](CNC(=O)[C@@H](N)CO)[C@@H](O)[C@H]1O,0%,0%,-6%,1%,2%,6%,-3%,-13,0%
CN(Cc1ccccc1)C(=O)[C@@H]1CCCN1C(=O)[C@@H]1CCCN1C(=O)c1cccc(Cl)c1,?,·,1%,6%,25%,12%,·,-17,-16%
c1ccc(-c2nc3ccccc3[nH]2)cc1,-1%,-5%,-13%,45%[activator],-8%,-16%,104%,-23,-17%
Cc1ccc(CON=C2CCN(c3ncc(C(F)(F)F)cc3Cl)CC2)cc1,-2%,579%[0.0737 µM],5%,-10%,-13%,-5%,-1%,1,7%
CSc1nc2c(cc1C#N)CCC2,16%,-1%,-2%,9%,6%,8%,-6%,15,0%
Cc1ccccc1CSCC(=O)Nc1c(C)n(C)n(-c2ccccc2)c1=O,-1%,2%,-1%,-7%,3%,1%,-9%,i,18µM*

Following part:
Compound,KB-3-1 cytotox,MCF10A rerep,WRN inhibitor,ATXN2 expr inh,HT1080 IDH1KD tx,HT1080-NT tox,SW480 rerep,IL-1B inflam inh,KB-V1 cytotox
CC(C)NC(=O)C1(C)CSCC(=O)N1CCOc1ccccc1 (stereo not drawn),-13%,·,0%,·,7%,-7%,·,-5,-8%
COc1ccc(OC)c(NC(=O)c2ccc(NC3=NC4CS(=O)(=O)CC4S3)cc2)c1 (stereo not drawn),6%,1%,11%,-7%,7%,12%,-11%,-2,2%
O=c1ccc(-c2ccccc2)nn1Cc1ccc(Cl)cc1,0%,-4%,-6%,-21%,-6%,-1%,-1%,-27,14%
Cc1csc(=O)n1CC(=O)OCC(=O)c1c(N)n(C)c(=O)n(C)c1=O,1%,-2%,0%,-1%,3%,0%,-57%[inhibitor],0,?
Cc1cccc(NC(=O)c2ccc(C(=O)c3ccccc3)o2)c1,1%,6%,-8%,30%,26%,3%,4%,?,-4%
O=C(NCc1cccc(Cl)c1)c1ccc2c(c1)OCCO2,15%,?,-17%,8%,-19%,-21%,0%,-15,19%
CCOC(=O)N1CCN(C(=O)CSc2nnc(Cc3cccn3C)n2CCc2ccccc2)CC1,-8%,1%,6%,-4%,2%,1%,0%,-5,?
CC(=O)c1nc2ccccc2n1S(=O)(=O)c1ccc(C)cc1,-3%,4%,-6%,17%,-16%,3%[9.24 µM],-4%,0,24%
NC(=O)c1ccc(NC(=O)COC(=O)CCc2ccc(S(=O)(=O)N3CCCCC3)cc2)cc1,5%,5%,-8%,·,8%,-5%,-14%,14,30%
COC(=O)[C@H](NC(=O)c1cc(-c2ccccc2)sc1N)C(C)C,7%,·,-10%,·,-13%,0%,·,?,-13%
O=C(O)C1CCCN(S(=O)(=O)c2cccc3cccnc23)C1 (stereo not drawn),-11%,23%,0%,-1%,-1%,1%,-5%,0,-9%
O=C(Nc1cccnc1)c1noc2c1CCCC2,6%,1%,5%,22%,-2%,10%,-5%,-6,-2%
Cc1ccc2c(c1)C(=O)CC(c1ccccc1)S2 (stereo not drawn),-5%,7%,-9%,-20%,3%,-1%,4%,-6,-6%
CCNc1nc(NC(C)C)nc(N(C#N)CCOc2ccccc2)n1,?,18%,-23%,-21%,-24%,-18%,12%,-14,?
O=c1cc(C(Cl)(Cl)Cl)oc2c1ccc1ccccc12,?,8.2µM*,-3%,?,12µM*,16µM*,13µM*,-73*,-16%

An excerpt from above, reduced to IL-1B inflam inh:
molecule,IL-1B inflam inh
O=c1cc(C(Cl)(Cl)Cl)oc2c1ccc1ccccc12,-73*
CSc1nc2c(cc1C#N)CCC2,15

Other entries.
Compound,KB-3-1 cytotox,MCF10A rerep,WRN inhibitor,ATXN2 expr inh,HT1080 IDH1KD tx,HT1080-NT tox,SW480 rerep,IL-1B inflam inh,KB-V1 cytotox
CCN(CC)c1ccc(NC(=O)Nc2cccc(C(C)=O)c2)cc1,-3%,9%,0%,45%[activator],?,?,?,-24,-27%
N#Cc1c(-c2ccco2)nc(NCC2CCCO2)[nH]c1=O (stereo not drawn),13%,-1%,-2%,1%,7%,-1%,-3%[9.22 µM],24,57%
Cc1ccccc1OCC(=O)Nc1ccc2c(c1)OCCO2,0%,0%,-6%,·,4%,2%,1%,0,-10%
NC(=O)N/N=C1\c2ccccc2-c2c(C(N)=O)cccc21,0%,7%,-6%,-25%,-15%,?,27%,-1,0%
Cn1c(=O)c2c(nc(N3CCOCC3)n2C)n(C)c1=O,8%,-4%,-2%,4%,9%,4%,-1%,10,15%
COc1cc(/C=C/C(=O)Nc2ccc(OC)c(S(=O)(=O)N3CCOCC3)c2)ccc1OCC#N,-29%,?,-15%,?,-27%,?,?,-15,-8%
COc1ccccc1-c1nc(NC(C)=O)n[nH]1,9%,-2%,-4%,-1%,6%,5%,-4%,45,0%
COc1cc(/C=N/O)c(Br)cc1OCC(=O)Nc1ccccc1C,-5%,-52%[inhibitor],5%,4%,13%,11%,?,-14,8.2µM*
Cn1ccc(C(=O)Nc2ccc(Br)cc2Br)n1,-12%,30%,-4%,59%[activator],1%,9%,3%,-9,?
CC(=O)Nc1ccc(CN2CCC(Oc3ccc(C(=O)N4CCCC4)cc3)CC2)cc1,·,11%,-22%,-6%,-5%,-2%,4%,21,·
COC(=O)C[C@@H]1CC[C@@H](NS(=O)(=O)c2ccc(OC)cc2)[C@@H](CO)O1,20%,·,10%,·,15%,23%,·,23,1%
CC(=O)Nc1cccc(-c2ccnc3c2CC(C)(C(=O)Nc2ccc(Cl)c(C(F)(F)F)c2)O3)c1 (stereo not drawn),?,·,3%[57.1 µM],?,23µM*,?,·,-67*,?
O=S(=O)(Nc1nc2ccccc2s1)c1cc(F)ccc1F,-16%,15%,-6%,2%,-6%,-6%,3%,22,-13%
C[C@@]12CCC=C[C@H]1[C@H](c1ccc(/C=C/c3ccccc3)cc1F)N(Cc1ccccc1)C2=O,-17%,-20%,-6%,-6%,?,?,?,-19,-6%
CCOC(=O)c1ccc(S(=O)(=O)NNC(=O)COc2cccc(C)c2)cc1,-1%,-9%,-18%,-2%,2%,-1%,-1%,69,16%

Other records.
Compound,KB-3-1 cytotox,MCF10A rerep,WRN inhibitor,ATXN2 expr inh,HT1080 IDH1KD tx,HT1080-NT tox,SW480 rerep,IL-1B inflam inh,KB-V1 cytotox
CC(=O)N1CCN(S(=O)(=O)c2cccc(C(=O)N(C)Cc3ccc(C)o3)c2)CC1,21%,2%,2%,-1%,5%,4%,-4%,1,0%
CCc1cc2c3c(c1)C(C)CC(C)(C)N3C(=O)/C2=C1\SC(=O)NC1=O (stereo not drawn),-18%,?,1%,-2%,?,1%,10%,·,-19%
CC1=NN(C(N)=S)C(C)(C)C1,-2%,-1%,-1%,-20%,3%,2%,16%,15,0%
Cc1ccc(OC(=O)CCC(=O)Nc2ccc(Br)cc2)cc1,3%,-2%,-2%,0%,13%,10%,0%,16,-15%
O=C(COC(=O)CCC(=O)c1ccc(Cl)cc1)NC1CC1,3%,0%,-7%,4%,-1%,12%,10%,2,29%
O=C1N=C(N2CCCCC2)S/C1=C\c1ccc(Br)cc1,-8%,2%,-4%,·,10%,6%,-10%,-14,6%
Cc1ccc(S(=O)(=O)N2C(=O)CCC2C(=O)O/N=C(\N)c2ccc([N+](=O)[O-])cc2)cc1 (stereo not drawn),18%,-3%,9%,7%,10%,-2%,5%,6,15%
Cc1nn(CC(=O)O)c(C)c1N,0%,-2%,-4%,10%,5%,2%,5%,-6,26%
